Hsp70 inhibitors = small molecules displacing fluorescent ligand from Hsp70 – biochemical, fluorescence polarization, primary screen (AID 583); Hsp70 fluorescence polarization probe displacement, mP; higher % means a stronger effect; one-dose displacement, % at 20 µM; IC50 in µM for titrated hits; 140,000 compounds, 0.06% hits; in the data active = displacement above about 50%;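 also: plate controls were vehicle for no effect and reference ligand for full effect; a part of the inactive calls stands beside numbers as strong as those of hits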
MKP-3 inhibition = MKP-3 phosphatase inhibitors, primary screen, biochemical, rat enzyme, in vitro (AID 425); recombinant MKP-3 phosphatase activity, fluorescence; higher % means a stronger effect; inhibition, % at 20 µM, or IC50 in µM where a hit was titrated; 110,000 compounds, 0.17% hits; in the data active = inhibition above about 50%;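 also: plate controls were vehicle for no effect and reference inhibitor for full effect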
* hit, by the source's call; . = not tested or not shown; & = joins results of further samples. Not all compounds are listed (hit frequency here may not be typical).

SMILES	Hsp70 inhibitors	MKP-3 inhibition
Cc1ccccc1-n1ncc2c(SCC(=O)NCc3cccs3)ncnc21	5.2%	0%
Cc1cc2oc(C(=O)N(Cc3ccccc3)C3CCS(=O)(=O)C3)cc(=O)c2cc1Cl (configuration not stated)	5.1%	.
CCCN=C(C)C1=C(O)C(C(=O)OC)C(C)(C)CC1=O (configuration not stated)	-5.4%	2%
O=S(=O)(Cc1ccccc1)CC(O)COc1ccccc1 (configuration not stated)	-2.2%	-3%
Cc1ccc(S(=O)(=O)N2CCN(Cc3cc(C(C)C)ccc3O)CC2)cc1	4.0%	-8%
CCCCn1c(SC(C)C(=O)c2ccc(OC)cc2)nc2cc(S(N)(=O)=O)ccc21 (configuration not stated)	-6.4%	.
N#Cc1c(OCC(=O)c2ccccc2)nc2c(c1-c1ccco1)CCc1ccccc1-2	-0.5%	.
FC(F)(F)c1ccc(/C=N/N2CCN(Cc3cccc4ccccc34)CC2)cc1	-1.6%	0%
O=C(COc1ccc(S(=O)(=O)NC2CCCCC2)cc1Cl)NCc1cccnc1	2.9%	4%
Cc1ccc2c(c1)c1c3n2CCN(CC(O)CNCN2CCCCCC2)C3CCC1 (configuration not stated)	-4.9%	2%
CCOC(=O)N1CCC(NC(=O)C2CCCN(S(=O)(=O)c3cccnc3)C2)CC1 (configuration not stated)	-3.2%	-6%
CCOC(=O)c1ccc(S(=O)(=O)Nc2cc(C(C)(C)C)no2)cc1	-2.9%	-4%
O=C(N/N=C/c1ccccc1O)C1CC(=O)N(c2ccc(Cl)cc2)C1 (configuration not stated)	7.1%	6%
O=S(=O)(Cc1ccccc1)NCCOc1ccc(Cl)cc1	-0.5%	-1%
O=C(CSc1cn(CCNC(=O)c2cccs2)c2ccccc12)NCC1CCCO1 (configuration not stated)	3.1%	0%
COc1cc(/C=C(\C#N)C(N)=S)ccc1OCc1ccccc1	2.7%	1%
CCN1C(=O)/C(=C\c2ccc(N(C)C)cc2)SC1=S	-45%	-1%
COc1ccccc1N1CCN(C2CC(=O)N(c3ccc(C(=O)O)cc3)C2=O)CC1 (configuration not stated)	7.0%	0%
COc1cc(C(=O)OCCN2CCOCC2)ccc1O	0.5%	-6%
O=C(Cn1c(=S)nc2ccccn21)N1CCc2ccccc2C1	3.2%	-11%
C=CCC(NCc1ccccc1)c1ccncc1 (configuration not stated)	-2.3%	2%
CCOc1ccccc1C(=O)Nc1ccc(C(=O)OCC(C)C)cc1	4.3%	1%
Cc1cc(C)c(/C(O)=C2/C(=O)C(=O)N(c3ccccn3)C2c2cccnc2)c(C)c1 (configuration not stated)	-2.5%	3%
Cc1ccc(CCNC(=O)C2CCCN(S(=O)(=O)c3c(C)noc3C)C2)cc1 (configuration not stated)	0.9%	-3%
CCCc1cc(=O)n2[nH]c(C)cc2n1	3.6%	0%
COc1cccc2cc(C(=O)OC3CCN(C)CC3)c(=O)oc12	11%	-8%
CCn1c(-c2ccc(C(C)(C)C)cc2)n[nH]c1=S	1.8%&-1.3%	4%&4%
O=C(Nc1c(C(=O)N2CCC(Cc3ccccc3)CC2)cnn1-c1ccccc1)c1ccccc1F	0.1%	1%
CCn1c(=O)cc(OCC(=O)N2CCCCCC2)c2ccccc21	.	1%
NC(=O)c1ccc(-n2nnnc2SCc2ccc(F)cc2)cc1	-1.5%	-6%

Continued, starting with the last two of the part before.
SMILES	Hsp70 inhibitors	MKP-3 inhibition
CCn1c(=O)cc(OCC(=O)N2CCCCCC2)c2ccccc21	.	1%
NC(=O)c1ccc(-n2nnnc2SCc2ccc(F)cc2)cc1	-1.5%	-6%
COC(=O)CCC(=O)NCc1ccccc1	-2.4%	-1%
CCOC(=O)Cc1csc(NC(=O)C(C)(C)C)n1	8.0%	-12%
CC1CCCCN1C(=O)c1cc2nc(-c3ccccc3)cc(-c3ccccc3)n2n1 (configuration not stated)	-0.8%	.
COc1cc(/C=N/NC(=O)c2cccc(I)c2)ccc1OC(C)=O	-2.6%	4%
CC(NC(=O)COC(=O)CCNC(=O)c1ccco1)C12CC3CC(CC(C3)C1)C2 (configuration not stated)	15%	-3%
O=C1C(=O)N(CCO)C(c2ccc(Br)cc2)/C1=C(\O)c1ccc(Cl)cc1 (configuration not stated)	-0.4%	-6%
O=C(Nc1cccc(-c2nc3cc(Cl)ccc3o2)c1)c1cccc([N+](=O)[O-])c1	1.1%	-6%
O=C(O)CCn1ccnc1-c1ccccc1	0.8%	1%
COc1ccc(CCN2C(=O)CC(N3CCN(c4ccc(Cl)cc4)CC3)C2=O)cc1OC (configuration not stated)	-4.6%	1%
CCOc1ccc(CN2CCC(C(=O)N3CCN(c4ccccc4F)CC3)CC2)cc1OC	.	-7%
O=C(COc1ccccc1)NC1CCCCCCC1	-2.5%	1%
O=C1CC(c2ccccc2)CC2=C1C(c1ccsc1)Nc1ccccc1N2 (configuration not stated)	6.6%	1%
COc1cc(C(=O)Nc2ccc3oc(-c4ccc(C)cc4C)nc3c2)cc(OC)c1OC	-5.7%	6%
CC(C)CCOc1cccc(C2c3c(oc4ccccc4c3=O)C(=O)N2CCCN2CCOCC2)c1 (configuration not stated)	11%	6%
CNCCCOc1ccc(C(C)(C)c2ccccc2)cc1	2.4%	.
O=C1CCC(C(=O)OCC(=O)C23CC4CC(CC(C4)C2)C3)N1 (configuration not stated)	-1.5%	2%
NC1C2CN(c3nc4c(cc3F)c(=O)c(C(=O)O)cn4-c3ccc(F)cc3F)CC12 (configuration not stated)	-0.6%	-7%
COc1ccc(CCNC(=O)CCn2c(=O)[nH]c3cc(OC)c(OC)cc3c2=O)cc1OC	-1.7%	5%
CC(=C(C#N)C#N)c1ccc2c(c1)OCO2	-1.3%	0%
Cc1ccc(CNn2cnnc2SCc2ccc(F)cc2)cc1	-2.1%	.
c1ccc(-c2nc(-c3cccnc3)no2)cc1	-0.5%	5%
COC(=O)c1ccc(OCC(O)CN2CCOCC2)cc1 (configuration not stated)	-1.1%	5%
CCOC(=O)c1oc2cc(O)ccc2c(=O)c1-c1ccc(OC)cc1	0.7%	.
COc1cccc(C2c3c(oc4ccccc4c3=O)C(=O)N2CCCN2CCOCC2)c1OC (configuration not stated)	1.2%	-2%
COc1ccc(CCNC(=O)C2CN(S(=O)(=O)c3ccccc3)CCN2S(=O)(=O)c2ccccc2)cc1OC (configuration not stated)	-1.8%	5%
Nc1nnc(CC(=O)N2CCCCC2)s1	-2.1%	-6%
CCOC(=O)c1[nH]c(C)c(C(=O)NCc2ccccn2)c1C	0.7%	-1%
O=[N+]([O-])c1ccccc1S(=O)(=O)Nc1ccccc1	-1.5%	-1%
CCOc1ccc(N(CC(=O)NC2CCCCC2)C(=O)CNC(=O)c2ccco2)cc1	1.3%	.
CCC1Oc2ccc(C)cc2N(CC(=O)NCCN2C(C)CCCC2C)C1=O (configuration not stated)	3.6%	-5%

Sorted by SMILES length (lowest first): some entries from above
SMILES	Hsp70 inhibitors	MKP-3 inhibition
CCOC(=O)c1[nH]c(C)c(C(=O)NCc2ccccn2)c1C	0.7%	-1%
O=C1CCC(C(=O)OCC(=O)C23CC4CC(CC(C4)C2)C3)N1 (configuration not stated)	-1.5%	2%
CCOc1ccc(N(CC(=O)NC2CCCCC2)C(=O)CNC(=O)c2ccco2)cc1	1.3%	.
COc1cccc(C2c3c(oc4ccccc4c3=O)C(=O)N2CCCN2CCOCC2)c1OC (configuration not stated)	1.2%	-2%
COc1ccc(CCNC(=O)C2CN(S(=O)(=O)c3ccccc3)CCN2S(=O)(=O)c2ccccc2)cc1OC (configuration not stated)	-1.8%	5%

Remaining list, next part.
SMILES	Hsp70 inhibitors	MKP-3 inhibition
COc1ccc(CC(C(=O)Nc2cccc(F)c2)c2nn[nH]n2)c(OC)c1 (configuration not stated)	1.0%	-1%
Cn1c(Cn2c(=O)sc3ccccc32)nnc1SCC(=O)Nc1ccc2c(c1)OCO2	6.2%	0%
O=C(CCNS(=O)(=O)c1ccc2c(c1)CCC(=O)N2)NCc1cccnc1	-2.0%	-3%
Cc1cc(-c2nc3ccccc3o2)c2ccccc2n1	-4.1%	-2%
O=C(NCc1ccccc1)c1ccc(=O)[nH]n1	-3.7%	-2%
Cc1ccnc(NC(=O)COC(=O)C2COc3ccccc3O2)n1 (configuration not stated)	5.5%	-5%
O=C(NCC1(c2ccccc2)CCOCC1)c1cccc(Cl)c1	0.9%	-1%
CCC(=O)N1CCc2cc(S(=O)(=O)CCC(=O)Nc3ccc(F)c(F)c3)ccc21	.	-6%
C=C(C)CSc1nnc(-c2ccc(C)cc2)n1N	-1.3%	.
O=C1CC(Cc2ccc(Cl)cc2)C(=O)N1c1ccncc1 (configuration not stated)	-0.7%	.
O=C(Nc1ccc(Oc2ccc(NC(=O)C3CCCCC3)cc2)cc1)C1CCCCC1	5.1%	0%
Cc1cccc(Nc2nn3c(=O)c4ccccc4nc3s2)c1	35%	.
Cc1ccc(Cn2c(SCCN3CCCCC3)nc3c2c(=O)[nH]c(=O)n3C)cc1	-0.7%	-9%
CCCC(=O)N1CC2(C)CN(C(=O)CCC)CC(CCC)(C1)C2=O	.	-4%
COC(=O)c1c(NC(=O)CSc2nnnn2-c2ccccc2)sc2c1CCC(C)C2 (configuration not stated)	-1.2%	-15%

Quoted at random: three records from the list.
SMILES	Hsp70 inhibitors	MKP-3 inhibition
CCC(=O)N1CCc2cc(S(=O)(=O)CCC(=O)Nc3ccc(F)c(F)c3)ccc21	.	-6%
Cc1ccnc(NC(=O)COC(=O)C2COc3ccccc3O2)n1 (configuration not stated)	5.5%	-5%
Cc1cc(-c2nc3ccccc3o2)c2ccccc2n1	-4.1%	-2%

Continuation:
SMILES	Hsp70 inhibitors	MKP-3 inhibition
Cc1nnc(N/N=C/c2ccccc2Br)[nH]c1=O	1.8%	2%
O=C(/N=C1\NC(=O)C(F)(C(F)(F)F)S1)NC1CCCCC1 (configuration not stated)	.	-3%
CCOC(=O)/C(C(=O)Nc1ccc(Br)cc1)=C1\NC(C)(C)Cc2ccccc21	-1.5%	0%
N/C(=N\OC(=O)c1ccccc1I)c1cccnc1	-3.3%	-4%
Cc1ccc2cc(C)c(NCCO)nc2c1	-1.6%&0.8%	1%&-1%
O=[N+]([O-])c1cccc(/C=N/Nc2c(Cl)cc(Cl)cc2Cl)c1	0.2%	-1%
COc1cc(NC(=O)CN(c2ccc(C)cc2)S(=O)(=O)c2c(C)nn(C)c2C)cc(OC)c1	1.4%	0%
CCCCSc1nnc([C@H](C)NC(=O)OC(C)(C)C)o1	-0.5%	2%
O=C1c2ccccc2C(Nc2ccc(S(=O)(=O)N3CCOCC3)cc2)N1c1cccnc1 (configuration not stated)	-4.3%	-3%
O=S(=O)(c1cccc(Cl)c1Cl)N1CCCCC1	5.5%	-2%
O=C1CS/C(=C\S(=O)(=O)c2ccc(Cl)cc2)N1	5.3%	-3%
COc1ccc(Cl)cc1NS(=O)(=O)c1cccc([N+](=O)[O-])c1	4.2%	3%
CC1=C(C(=O)OCc2ccccc2)C(c2ccccc2Cl)C2=C(CCCC2=O)N1 (configuration not stated)	-1.5%	0%
Cc1ccc(C(=O)NC(=S)NCCCN2CCOCC2)cc1	-1.2%	1%
Cc1cc(C)c2c(=O)[nH]c(SCC(=O)Nc3ccc(N(C)C)cc3)nc2n1	-3.8%	.

Four entries from above, set out differently:
Results follow in this order: Hsp70 inhibitors	MKP-3 inhibition
- CCCC(=O)N1CC2(C)CN(C(=O)CCC)CC(CCC)(C1)C2=O
    .	-4%
- COC(=O)c1c(NC(=O)CSc2nnnn2-c2ccccc2)sc2c1CCC(C)C2 (configuration not stated)
    -1.2%	-15%
- Cc1nnc(N/N=C/c2ccccc2Br)[nH]c1=O
    1.8%	2%
- O=C(/N=C1\NC(=O)C(F)(C(F)(F)F)S1)NC1CCCCC1 (configuration not stated)
    .	-3%

Later entries.
SMILES	Hsp70 inhibitors	MKP-3 inhibition
CCCOc1ccc2[nH]cc(C(=O)O)c(=O)c2c1	3.3%	0%
Cc1ccnn1CC(=O)N/N=C/c1ccco1	-1.0%	.
CCOc1ccc(NC(=O)CSc2nc3ccccc3[nH]2)cc1	-2.2%	0%
COc1ccc(/C=C2\SC(=S)N(C(C(=O)O)C(C)C)C2=O)cc1OC (configuration not stated)	-8.6%	4%
Cc1nc(C)c(/C(O)=C/c2nc3ccccc3[nH]c2=O)s1	-36%	1%
CC(C)c1ccc(C(=O)NC2CC2)cc1	-0.8%	4%
COc1ccc(CN2CCOCC2)c(C)c1C	3.5%	2%
CC1(C)Cc2ccccc2-c2n[nH]c(=S)n21	2.1%	-4%
O=S(=O)(c1ccccc1)C1(S(=O)(=O)c2ccccc2)CCCC1	-3.1%	7%
CCCCn1c(SCC(=O)Nc2nnc(CC)s2)nc2ccccc2c1=O	3.4%	-3%
CCOC(=O)C1CCCN(C(=O)C2CCC(CNS(=O)(=O)c3ccc(NC(C)=O)cc3)CC2)C1 (configuration not stated)	-4.6%	-3%
COc1ccc(C(=O)Nc2ccccc2C(=O)O)cc1[N+](=O)[O-]	4.5%	3%
CC(=O)N1c2ccccc2N(Cc2ccc([N+](=O)[O-])cc2)C(=O)C1(C)C	1.7%	-5%
Cc1nn(C(C)C(=O)N2CCN(c3ccccn3)CC2)c(=O)c2cc3occc3n12 (configuration not stated)	-2.3%	-9%
COC(=O)C1=C(C)N(c2ccc(C)cc2)/C(=C\c2ccc(OCC(=O)Nc3ccccc3Cl)cc2)C1=O	1.1%	3%
COc1cc(C2Nc3ccccc3NC3=C2C(=O)CC(c2ccc(Cl)cc2)C3)cc(OC)c1OC (configuration not stated)	-1.6%	5%
